Assay outcomes (PubChem)
Giardia kill = Small Molecules that selectively kill Giardia lamblia: qHTS | Giardia lamblia trophozoite viability | activity change, % at 7.66 µM, hits read low | 340,000 tested, 0.15% active | AID 540267, 2011; in the data active means activity change below about -80%; inconclusive means between about -30% and that limit;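 further: parasites exposed to compound for two days anaerobically before the ATP read; on the % scale 0 is the no-effect control and ±100 the full control effect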
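Giardia lamblia trophozoites (100 cells/well) were incubated with compounds for 48 h at 37 deg C under anaerobic conditions. Viability was read as ATP content by one-step luminescence after 15-30 min at room temperature.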
Coupling enz = qHTS Assay for Inhibitors of Fructose-1,6-bisphosphate Aldolase from Giardia Lamblia: Coupling assay counterscreen | coupling enzyme system counterscreen, AmpLite Red fluorescence | activity change, negative = inhibition, % at 58.2 µM, hits read low | 290,000 tested, 0.67% active; in the data active means activity change below about -30%; further: on the % scale 0 is the no-effect control and ±100 the full control effect
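Compounds tested against the coupling enzymes alone at 57.5 uM final; readout was AmpLite Red fluorescence (525/598 nm) after 20 min at RT.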
PKM2 activator = qHTS Assay for Activators of Human Muscle isoform 2 Pyruvate Kinase; Pyruvate kinase PKM (Homo sapiens), P14618; purified PKM2, Kinase-Glo ATP luminescence, activation; response scale: 0% is enzyme alone, no compound; Potency, µM (doses to about 57.5 µM), for inactives: at the top dose activation, hits mostly activators; 260,000 tested, 0.34% active; AID 1631, 2009; further: potency means the concentration at half of the fitted maximal effect; on the % scale 0 is the no-effect control and ±100 the full control effect; nearly all actives have a fitted effect of over 55% in size
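ATP formation by purified human PK-M2, quantified via coupled luciferase luminescence after 1 h at room temperature with 0.1 mM ADP and 0.5 mM PEP final.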
ASM inhibitor = Inhibitors of Secretory Acid Sphingomyelinase (S-ASM): qHTS. Potency, µM (series often up to 57.5 µM), for inactives: top-dose activity change, negative = inhibition, most hits filed as inhibitors. 340,000 tested, 0.006% active. placental ASM, HMU-PC fluorogenic substrate, 60 min. Sphingomyelin phosphodiesterase (Homo sapiens), P17405. AID 504937, 2011; further: potency means the concentration at half of the fitted maximal effect
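Fluorescence read-out (Ex 386 nm, Em 447 nm) after stopping the reaction at pH 10. Enzyme: ASM from human placenta; substrate HMU-PC0, 9 uM final; 60 min, 37 °C. Compound preincubation 10 min, ambient temperature.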
GALK inhibitor = qHTS Assay for Inhibitors of Human Galactokinase (GALK) | 270,000 tested, 0.007% active | Purified GALK, Kinase-Glo residual ATP luminescence | Potency, µM (highest dose often 57.5 µM), inactives show at the top dose activity change, negative = inhibition, most hits filed as inhibitors; further: potency means the concentration at half of the fitted maximal effect; on the % scale 0 is the no-effect control and ±100 the full control effect
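GALK at 5 nM final was combined with compound, 35 uM ATP and 100 uM galactose in HEPES pH8.0 with MgCl2 and DTT. The reaction ran one hour at room temperature before luminescent ATP detection.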
Chronic BCR inh = qHTS Assay to Find Inhibitors of Chronic Active B-Cell Receptor Signaling. ABC-DLBCL IkBa-CBG/CBR reporter, luminescence ratio, 4 h. Potency, µM (titrated, usually from 46.1 µM), without a hit: at the highest dose ratio change, negative = lower green/red ratio, hits mostly inhibitors. 340,000 tested, 0.05% active. AID 493014, 2011; active means well fitted inhibition curve with a large enough effect in the signal ratio, with a control signal flat, not every such curve was filed as active; inconclusive means small, poorly fitted or top-dose-only effect, or effect the other way, or a change in a side signal; the % refers to the signal ratio;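 further: potency means the concentration at half of the fitted maximal effect; plate controls were basal doxycycline-induced cells for no effect and cells given 10 µM MG132 for full effect; MG132 reads +100%, hits lower the ratio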
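Cell line TMD8 (human ABC DLBCL), stably expressing tet-inducible CBG68-IkBa fusion and CBR; IMDM/0.5% FBS; cpd up to 46 uM; dox induction, 4 h, 37C/5% CO2; dual luminescence; green/red ratio; MG132 control.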
Menin-MLL TR inh = qHTS Assay for Inhibitors Targeting the Menin-MLL Interaction in MLL Related Leukemias: Competition With Texas Red Labeled MLL-derived Mutant Peptide. O00255. Menin + Texas Red MLL mutant peptide, fluorescence polarization. Potency, µM (series often up to 61.6 µM), for the others: at the highest dose FP activity change, negative = inhibition, hits mostly inhibitors. 270,000 tested, 0.23% active. AID 1768, 2009; active means well fitted inhibition curve with a large enough effect in the polarisation, with a control signal flat, not every such curve was filed as active; inconclusive means small, poorly fitted or top-dose-only effect, or effect the other way, or a change in a side signal; inactive means no such curve, though single readings can be large or run the other way; the % refers to the polarisation; further: potency means the concentration at half of the fitted maximal effect; % of control where 0% means no effect; many of its hits are not listed in these tables
Target sequence (O00255 whole entry, looked up): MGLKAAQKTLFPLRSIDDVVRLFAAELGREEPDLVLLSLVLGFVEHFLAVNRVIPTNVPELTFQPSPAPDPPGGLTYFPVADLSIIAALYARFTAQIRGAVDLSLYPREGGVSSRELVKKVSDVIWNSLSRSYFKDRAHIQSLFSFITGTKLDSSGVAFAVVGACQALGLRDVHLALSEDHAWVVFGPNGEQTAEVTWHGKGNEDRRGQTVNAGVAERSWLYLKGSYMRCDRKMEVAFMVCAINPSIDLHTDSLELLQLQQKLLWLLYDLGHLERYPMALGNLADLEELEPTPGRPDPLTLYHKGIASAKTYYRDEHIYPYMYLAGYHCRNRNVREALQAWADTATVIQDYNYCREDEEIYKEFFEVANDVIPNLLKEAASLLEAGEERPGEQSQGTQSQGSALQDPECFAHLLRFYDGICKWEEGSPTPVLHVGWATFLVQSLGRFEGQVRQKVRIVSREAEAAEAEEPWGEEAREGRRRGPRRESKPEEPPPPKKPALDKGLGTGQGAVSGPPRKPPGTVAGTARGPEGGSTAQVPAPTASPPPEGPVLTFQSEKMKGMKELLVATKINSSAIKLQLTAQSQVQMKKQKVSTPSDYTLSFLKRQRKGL
B2AR arrestin = qHTS assay of beta-arrestin-biased ligands of beta2-adrenergic receptor. 330,000 tested, 0.02% active. Beta-2 adrenergic receptor (Homo sapiens), P07550. Potency, µM (top dose mostly 46.1 µM), without a hit: at the highest dose activation, most hits filed as activators. beta-arrestin recruitment to beta2AR, cell-based reporter;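 further: potency means the concentration at half of the fitted maximal effect; 0% = DMSO controls and full agonism = EC100 isoproterenol or metaproterenol; nearly all actives have a fitted effect of over 65% in size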
PTAP TSG101 blk = qHTS Assay for Iinhibitors of HIV-1 Budding by Blocking the Interaction of PTAP/TSG101. 340,000 tested, under 10 active. Fluorescence polarization, FITC-PTAP peptide / Tsg101 binding. Potency, µM (highest dose often 115 µM), for inactives: at the top dose activity change, negative = inhibition, hits mostly inhibitors. AID 493005, 2010. Tumor susceptibility gene 101 protein (Homo sapiens), Q99816; active means well fitted inhibition curve with a large enough effect in the main read-out, with a control signal flat, not every such curve was filed as active; inconclusive means small, poorly fitted or top-dose-only effect, or effect the other way, or a change in a side signal; inactive means no such curve, though single readings can be large or run the other way; further: potency means the concentration at half of the fitted maximal effect; % of control where 0% means no effect
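Steps: Tsg101 binding domain dispensed (10 uM final), compounds pinned in DMSO, FITC-labeled PTAP-motif peptide added (50 nM final); after 20 min binding at room temperature, polarization measured.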
Tb PFK inh = qHTS Assay to Find Inhibitors of T. brucei phosphofructokinase; ATP-dependent 6-phosphofructokinase (Trypanosoma brucei brucei), O15648; T. brucei PFK, ADP-Glo luminescence; Potency, µM (series often up to 57.5 µM), inactives show top-dose activity, negative = inhibition, actives largely listed as inhibitors; 330,000 tested, 0.17% active; AID 485367, 2010;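 further: potency means the concentration at half of the fitted maximal effect; 0% = uninhibited 1x PFK enzyme wells and -100% = no-enzyme wells; nearly all actives have a fitted effect of over 60% in size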
Target sequence (O15648 whole entry, looked up): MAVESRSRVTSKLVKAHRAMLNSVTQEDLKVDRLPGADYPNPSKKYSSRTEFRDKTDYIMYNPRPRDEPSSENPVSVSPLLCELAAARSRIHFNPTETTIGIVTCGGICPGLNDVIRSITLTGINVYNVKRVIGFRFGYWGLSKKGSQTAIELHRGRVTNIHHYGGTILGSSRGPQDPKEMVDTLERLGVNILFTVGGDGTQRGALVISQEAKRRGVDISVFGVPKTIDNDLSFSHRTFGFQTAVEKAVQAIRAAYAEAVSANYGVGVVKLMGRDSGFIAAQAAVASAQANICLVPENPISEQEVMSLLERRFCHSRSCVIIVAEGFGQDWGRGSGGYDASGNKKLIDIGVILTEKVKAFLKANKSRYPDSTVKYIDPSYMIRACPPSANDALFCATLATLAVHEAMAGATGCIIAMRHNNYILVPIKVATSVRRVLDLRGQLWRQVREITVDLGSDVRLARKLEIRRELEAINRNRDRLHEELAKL
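ADP-Glo luminescence quantified ADP after 45 min at room temperature, with 1.25 nM T. brucei PFK, 0.1 mM ATP and 0.5 mM fructose-6-phosphate in pH 8.0 TEA buffer. qHTS titrations up to 57 µM; curves classified by quality.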
Integrin act MD = qHTS for Activators of Integrin-Mediated Alleviation for Muscular Dystrophy. 350,000 tested, 0.064% active. Potency, µM (titrated, usually from 38.3 µM), for the others: at the highest dose activation, hits mostly activators. alpha7betagal myoblasts, beta-gal FDG fluorescence, 48 h;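 further: potency means the concentration at half of the fitted maximal effect; 100% = response of the positive control SU9516; nearly all actives have a fitted effect of over 60% in size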
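Alpha7betagal+/- myoblasts (passage 13) were plated 16-24 hr, then exposed to compounds (1:260 dilution of DMSO stock) for 48 hours at 37C. After MPER lysis, β-galactosidase reporter activity was read as FDG fluorescence (ex 480/em 540) after 30 minutes.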
* hit, by the source's call; ? = inconclusive; . = not tested or not shown; [ ] = remark or other dose. Unless noted, the call rests on the fitted dose curve; in most records, active means well fitted curve in the direction sought with a large enough effect; inconclusive means small, poorly fitted or top-dose-only effect, or another doubt; inactive means no such curve, though single readings can be large; an effect the other way counts as inactive or inconclusive.

SMILES	Giardia kill	Coupling enz	PKM2 activator	ASM inhibitor	GALK inhibitor	Chronic BCR inh	Menin-MLL TR inh	B2AR arrestin	PTAP TSG101 blk	Tb PFK inh	Integrin act MD
CCOC(=O)CN1NC2(CCCCCCC2)NC1=S	10	-2	3%	4%	-2%	0%	.	-0.1%	-2%	-7%	4%
NC(=S)N/N=C1\CC(n2nnnc2-c2ccccc2Cl)C2COC1O2 (stereo not given)	-24	4	2%	2%	4%	-11%	0%	2.5%	-2%	6%	-20%
CC(=O)c1c(C)n(-c2ccccc2Br)c2ccc(O)cc12	-28	0	.	-4%	.	-14%	3%	0.1%	-4%	-2%	1%
CCc1ccc(NC(=O)C2CCN(S(C)(=O)=O)CC2)cc1	-22	3	5%	-1%	0%	1%	42%[activator]	5.4%	-5%	4%	-2%
CN(C)S(=O)(=O)Oc1ccsc1C(=O)Nc1ccc(Br)cc1	-13	2	14%	-1%	9%	12%	25%	-1.0%	0%	-3%	14%
CC(C)NC(=O)CSc1nccc(-c2cccs2)n1	-7	2	4%	2%	.	5%	.	0.2%	2%	-2%	1%
COc1cc(-c2nnc(Sc3ccc(C(F)(F)F)cc3[N+](=O)[O-])o2)cc(OC)c1OC	9	-3	3%	-11%	-3%	8%	.	0.0%	1%	-1%	-7%
O=C(Nc1c(C(=O)N2CCCCC2)cnn1-c1ccccc1)c1ccccc1F	-8	.	1%	5%	-2%	8%	.	0.0%	-2%	-3%	?
O=C(NCC(=O)N(c1cccnc1)C(C(=O)NC1CCCC1)c1ccco1)c1cccs1 (stereo not given)	6	-1	-4%	0%	0%	0%	?	0.0%	-12%	-19%	-12%
O=[N+]([O-])c1ccc(N2CCN(S(=O)(=O)c3ccc(Cl)cc3)CC2)cc1NCC1CCCO1 (stereo not given)	1	.	-15%	-9%	1%	3%	-5%	0.1%	.	-4%	-11%
CC(NC(=O)C(=O)N1CCCCC1)C(c1cccs1)N1CCN(Cc2ccccc2)CC1 (stereo not given)	-8	.	.	1%	9%	-3%	.	0.0%	-4%	-2%	-7%
O=C(O)CCc1ccc(-c2cccs2)n1CC(=O)Nc1ccccc1C(F)(F)F	-1	6	16%	26%	6%	15%	0%	0.0%	2%	-3%	0%
CN(C)c1ccc(CNC(=O)C2CCN(S(=O)(=O)c3ccc4c(c3)oc(=O)n4C)CC2)cc1	-20	0	.	2%	0%	1%	14%	0.1%	0%	0%	0%
CCc1ccc(/C=C2\SC(N3CCOCC3)=NC2=O)cc1	21	-1	5%	1%	-2%	3%	-13%	-0.8%	-2%	-8%	-16%
Cc1ccc(S(=O)(=O)N(CC(=O)NN=C2CCN(C)CC2)c2ccc(F)cc2)cc1	4	2	0%	-2%	-1%	-10%	-5%	0.0%	1%	-1%	-7%
Cc1ccc(S(=O)(=O)CC(=O)Nc2nnc(C(C)C)s2)cc1	-21	-10	0%	0%	-2%	3%	-1%	-0.2%	-1%	0%	-6%
COc1ccc2c(c1)c1nc3ccccc3nc1n2CCCN1C(=O)c2ccccc2C1=O	11	1	6%	6%	-2%	-6%	4%	-0.6%	?	0%	16%
CCOC(=O)C1(Cc2ccccc2)CCN(Cc2nccn2CC)CC1	-8	0	0%	-4%	-2%	4%	-13%	3.7%	-2%	-1%	5%
Cc1ccc(C(=O)NCC(=O)N2CCCC(C(F)(F)F)C2)s1 (stereo not given)	1	.	.	1%	.	2%	.	0.3%	0%	-5%	17%
COc1ccc(C2NN=C(c3ccc(C)cc3)S2)cc1OC (stereo not given)	-10	1	-9%	69%[activator]	3%	?	-5%	-0.6%	-2%	14%	-25%
Cc1nc2ccccc2n1CC(=O)NC1CCCC1	8	4	-8%	3%	2%	-13%	7%	-0.8%	1%	-1%	5%
O=C1C=C(O)CC(c2cccs2)C1 (stereo not given)	-5	0	2%	0%	-1%	-1%	4%	0.1%	-3%	-13%	30%
Cc1ccc(S(=O)(=O)N2CCN(C(=O)CCCOc3cccc(C)c3)CC2)cc1	5	.	.	1%	.	?	.	-0.4%	0%	2%	-13%
O=C(NNC(=O)C1CC(=O)N(Cc2ccccc2)C1)c1ccc(F)cc1 (stereo not given)	2	.	.	1%	.	-10%	.	1.0%	2%	6%	-12%
CCc1n[nH]c2c1C(=O)CC(C)(C)C2	4	2	-5%	8%	0%	5%	-17%	-2.2%	1%	-4%	-2%

An excerpt from above in order of molar mass, largest number first.
SMILES	Giardia kill	Coupling enz	PKM2 activator	ASM inhibitor	GALK inhibitor	Chronic BCR inh	Menin-MLL TR inh	B2AR arrestin	PTAP TSG101 blk	Tb PFK inh	Integrin act MD
CN(C)c1ccc(CNC(=O)C2CCN(S(=O)(=O)c3ccc4c(c3)oc(=O)n4C)CC2)cc1	-20	0	.	2%	0%	1%	14%	0.1%	0%	0%	0%
O=C(NCC(=O)N(c1cccnc1)C(C(=O)NC1CCCC1)c1ccco1)c1cccs1 (stereo not given)	6	-1	-4%	0%	0%	0%	?	0.0%	-12%	-19%	-12%
COc1ccc2c(c1)c1nc3ccccc3nc1n2CCCN1C(=O)c2ccccc2C1=O	11	1	6%	6%	-2%	-6%	4%	-0.6%	?	0%	16%

(more compounds)
SMILES	Giardia kill	Coupling enz	PKM2 activator	ASM inhibitor	GALK inhibitor	Chronic BCR inh	Menin-MLL TR inh	B2AR arrestin	PTAP TSG101 blk	Tb PFK inh	Integrin act MD
CCn1cc(S(=O)(=O)NC2CCCCC2)cn1	7	.	11%	8%	-5%	3%	.	0.3%	-1%	0%	-9%
CCC(C)c1ccc(NC(=O)NCCN2CCCCC2)cc1 (stereo not given)	-10	0	0%	3%	3%	-6%	-5%	0.1%	-1%	0%	-47%[inhibitor]
COc1cc([N+](=O)[O-])ccc1NC(=O)CN1CCN(C(=O)c2ccco2)CC1	3	3	-6%	3%	4%	-4%	-3%	-0.1%	-4%	-6%	-14%
O=C(NCCc1c[nH]c2ccccc12)/C(=C/c1ccco1)NC(=O)c1ccco1	-8	-2	-4%	8%	1%	3%	0%	0.1%	-1%	0%	8%
Cc1cc(C)cc(C(=O)NCCC(=O)NCc2cc(=O)n(C)c(=O)n2C)c1	14	0	9%[0.46 µM]	4%	-2%	2%	7%	-0.8%	0%	2%	-15%
C=CC[C@H](CC(=O)NCCO)C(=O)N[C@@H](COC(=O)[C@H](CC=C)CC(=O)OC(C)(C)C)Cc1ccccc1	-1	.	.	3%	.	4%	.	1.5%	-4%	6%	-8%
CC(C)Oc1ccc(CCC(=O)N/N=C/c2ccncc2)cc1	2	4	-11%	0%	-2%	-24%	.	-0.7%	0%	-14%	-12%
COC(=O)c1c(NC(=O)C(=O)NCCCN2CCOCC2)sc2c1CCCC2	-15	.	.	-14%	-2%	2%	.	0.3%	-4%	-8%	-10%
CCN1CCN(c2ccc(S(=O)(=O)N3CCOCC3)cc2NC(=O)c2ccc(C)c(C)c2)CC1	-10	.	.	.	.	2%	.	0.0%	0%	-1%	18%
COC(=O)c1ccc(OC(=O)CS(=O)c2ccccc2[N+](=O)[O-])cc1 (stereo not given)	-8	0	73%	-1%	3%	6%	4%	-0.6%	-2%	4%	8%
CC(C)C(=O)N(c1ccc2oc(=O)sc2c1)S(=O)(=O)c1ccccc1	11	1	6%	3%	1%	-3%	1%	-0.1%	-2%	1%	8%[7.66 µM]
N#C/C(=C1/CCCN1)c1ccccn1	9	-2	3%	-1%	-2%	-13%	-3%	-0.1%	-8%	5%	-14%

These rows are one share of the data; count on the stated rates, not on these rows.
